# JMJD2E inh: JMJD2E (human) inhibition; B2RXH2; JMJD2E catalytic domain, FDH-coupled NADH fluorescence (FDH is formaldehyde dehydrogenase); AID 2147; Potency, µM (highest dose often 57.1 µM), inactives show at the top dose activity change, negative = inhibition, most hits filed as inhibitors; hit rate 1.6% among 230,000; active means well fitted inhibition curve with a large enough effect, not every such curve was filed as active; inconclusive means small, poorly fitted or top-dose-only effect, or another doubt; inactive means no such curve, though single readings can be large or run the other way;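 further: 0% = wells with enzyme and -100% = buffer wells without enzyme; nearly all actives have a fitted effect of over 50% in size; many of its hits are not listed in these tables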
# RECQ1 inh: inhibitors of human RECQ1 DNA helicase; P46063; RECQ1 DNA unwinding, red fluorescence kinetic read; Potency, µM (highest dose often 57.3 µM), without a hit: at the top dose activity, negative = inhibition, usual class: inhibitors; hit rate 0.54% among 240,000; AID 2549;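 further: plate controls were vehicle for no effect and no enzyme for full effect; nearly all actives have a fitted effect of over 30% in size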
#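 RECQ1T1 50 nM; forked duplex (20 bp + 30-nt ss tails) 200 nM, ATP 2 mM final; pH 8.0, 2 mM MgCl2, 2.5 ug/ml poly(dI-dC); 15 min compound preincubation; discontinuous kinetic read over 2 h at RT.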
# L3MBTL1 inh: L3MBTL1 (human) inhibition; Q9Y468; AlphaScreen L3MBTL1–H3K9me1 peptide binding; Potency, µM (titrated, usually from 57.1 µM), without a hit: at the highest dose activity, negative = inhibition, usual class: inhibitors; hit rate 0.66% among 230,000; AID 485360; further: nearly all actives have a fitted effect of over 60% in size
#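 L3MBTL1 (50 nM) pre-complexed 30 min with biotinylated H3(1-15)K9me1 peptide (75 nM), then compounds added for 30 min at room temperature; AlphaScreen streptavidin donor/nickel chelate acceptor beads (10 ug/mL final) read after 30 min dark incubation.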
# TR SRC2 fluor cs: counter-screen for TRb-SRC2 inhibitors: fluorescence interference. hit rate 0.29% among 280,000. Potency, µM (titrated, usually from 106 µM), for inactives: top-dose fluorescence change, negative = quenching. TRb/SRC2 Texas Red total fluorescence interference; active means well fitted curve in either direction with a large enough effect; inconclusive means small, poorly fitted or top-dose-only effect
#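 Flags fluorescent or light-absorbing compounds by total fluorescence, S + 2P, at 555 nm excitation and 632 nm emission. Mixture: 20 nM Texas Red SRC2 peptide, 0.6 uM human TRb LBD, 1 uM T3, 5% DMSO; compound exposure 5 h at ambient temperature.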
# GoLoco inh red: blocks human Gai1 binding to RGS12 GoLoco peptide, red readout | AID 880 | Gai1:RGS12 GoLoco peptide FP, rhodamine, 10 min | P63096 | hit rate 0.44% among 230,000 | Potency, µM (doses to about 61.6 µM), for inactives: at the top dose activity, negative = inhibition, actives largely listed as inhibitors; active means well fitted inhibition curve with a large enough effect, not every such curve was filed as active; inactive means no such curve, though single readings can be large or run the other way; further: nearly all actives have a fitted effect of over 30% in size; many of its hits are not listed in these tables
# Target sequence (P63096 whole entry, looked up): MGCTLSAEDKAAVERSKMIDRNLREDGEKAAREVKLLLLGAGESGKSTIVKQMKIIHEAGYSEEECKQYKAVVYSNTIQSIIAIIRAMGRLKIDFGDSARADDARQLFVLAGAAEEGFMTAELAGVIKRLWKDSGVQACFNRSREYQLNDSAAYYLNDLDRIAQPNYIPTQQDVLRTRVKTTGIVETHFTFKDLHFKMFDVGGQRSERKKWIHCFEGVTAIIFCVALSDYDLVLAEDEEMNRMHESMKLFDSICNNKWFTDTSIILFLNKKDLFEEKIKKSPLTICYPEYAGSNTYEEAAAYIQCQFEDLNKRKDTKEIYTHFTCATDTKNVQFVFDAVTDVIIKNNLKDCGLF
# Tau fibril FP: tau fibrillization inhibition (FP); hit rate 0.39% among 280,000; P10636; Potency, µM (doses to about 57.7 µM), inactives show at the highest dose activity, negative = inhibition, actives largely listed as inhibitors; AID 1468; K18 P301L tau heparin fibrillization, Alexa594 FP, 6 h; further: nearly all actives have a fitted effect of over 55% in size
# Target sequence (P10636 561-689 P618L limits assumed): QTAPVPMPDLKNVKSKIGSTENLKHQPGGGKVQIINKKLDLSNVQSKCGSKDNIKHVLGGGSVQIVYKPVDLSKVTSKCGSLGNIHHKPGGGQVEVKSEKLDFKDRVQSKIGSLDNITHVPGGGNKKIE
#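 Compound effects on tau fibrillization are measured by Alexa 594 fluorescence polarization (ex 555, em 632 nm). K18 P301L tau is used at 15 uM with 0.24 uM labeled tracer, and 20 uM heparin induces aggregation over 6 hr at 37 C.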
# Tau ThT inhib: tau fibrillization inhibition (ThT binding); AID 1460; Potency, µM (titrated, usually from 57.4 µM), without a hit: at the highest dose activity, negative = inhibition, hits mostly inhibitors; hit rate 2.1% among 270,000; recombinant tau K18 P301L, heparin-induced fibrillization, ThT fluorescence; P10636; further: nearly all actives have a fitted effect of over 55% in size
#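 Fibril formation assay: tau K18 P301L at 15 uM with trace Alexa 594 label, heparin inducer 20 uM, pH 7 sodium acetate buffer, 37 C for 6 hr; endpoint ThT signal.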
# TRb SRC2 PPI: disrupts binding of human TR beta to SRC2; P10828; TRbeta-SRC2 peptide binding, fluorescence polarization; receptor liganded with 1 µM T3; Potency, µM (top dose mostly 106 µM), without a hit: at the top dose activity change, negative = inhibition, actives largely listed as inhibitors; hit rate 0.065% among 280,000;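 further: plate controls were bound peptide for no effect and peptide without receptor for full effect; nearly all actives have a fitted effect of over 50% in size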
# Target sequence (P10828 whole entry, looked up): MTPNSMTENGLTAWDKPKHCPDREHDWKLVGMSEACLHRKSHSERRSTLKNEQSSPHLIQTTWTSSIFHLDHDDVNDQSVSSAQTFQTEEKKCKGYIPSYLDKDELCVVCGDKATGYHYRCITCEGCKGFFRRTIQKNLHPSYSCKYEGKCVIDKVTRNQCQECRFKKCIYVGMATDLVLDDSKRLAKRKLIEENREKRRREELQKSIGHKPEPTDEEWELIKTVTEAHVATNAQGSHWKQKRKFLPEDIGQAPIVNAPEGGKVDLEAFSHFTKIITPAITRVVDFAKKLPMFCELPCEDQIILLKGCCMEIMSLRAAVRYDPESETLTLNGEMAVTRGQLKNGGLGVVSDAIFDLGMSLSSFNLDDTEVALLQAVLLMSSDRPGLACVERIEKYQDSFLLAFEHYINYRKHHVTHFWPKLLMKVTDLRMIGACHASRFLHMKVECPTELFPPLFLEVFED
#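 Quantitative HTS by FP: 0.6 uM TRb LBD, 20 nM labeled SRC2 20-mer, 1 uM T3, 5% DMSO; 5 hr ambient incubation; % activity per concentration and potencies from concentration series.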
# Active calls of the source: *; i = inactive; ? = inconclusive; . = not tested or not shown; [ ] = another dose, or the depositor's remark. Unless noted, the call rests on the fitted dose curve; in most records, active means well fitted curve in the direction sought with a large enough effect; inconclusive means small, poorly fitted or top-dose-only effect, or another doubt; inactive means no such curve, though single readings can be large; an effect the other way counts as inactive or inconclusive. Unless noted, on the % scale 0 is the no-effect control and ±100 the full control effect; potency means the concentration at half of the fitted maximal effect.
SMILES,JMJD2E inh,RECQ1 inh,L3MBTL1 inh,TR SRC2 fluor cs,GoLoco inh red,Tau fibril FP,Tau ThT inhib,TRb SRC2 PPI
CCN(CC)S(=O)(=O)c1ccc(NC(=O)c2ccccn2)cc1,2.4%,i,.,-0.4%,-9.6%,-2.4%,-2.5%,0.5%
CC(C)(C)NC(=O)C1Cc2ccccc2CN1S(=O)(=O)c1ccc(F)cc1 (stereo not given),0.5%,-12.3%,-0.5%,-0.9%,-15.0%,-2.5%,-1.4%,2.5%
CCOc1ccc(N(CC(=O)NC2CCCC2)C(=O)CCCC(=O)Nc2ccccn2)cc1,6.7%,-1.8%,.,-1.5%,-22.2%,-0.6%,-8.6%,-1.9%
O=C(Nc1ccc2c(c1)nc1n2CCOC1)C1CCCCC1,-5.4%,i,0.4%,0.8%,1.5%,0.2%,-13.6%,-4.3%
CC(C)CNc1nc(N)c([N+](=O)[O-])c(NCC2CCCO2)n1 (stereo not given),-4.7%,-3.2%,2.6%,-1.7%,-5.6%,-9.0%,-1.2%,-8.5%
CCN(CC)C(=O)COc1ccc(C=O)cc1OC,-7.0%,i,9.9%,-1.3%,0.3%,1.8%,-0.4%,7.7%
CC1CN(C(=O)c2cnn3c(C(F)F)cc(-c4ccccc4)nc23)CC(C)O1 (stereo not given),?,-3.2%,-5.0%,-1.1%,1.2%,-3.4%,-0.7%,3.8%
CC1(NC(=O)COc2ccccc2-c2ccccc2)CCS(=O)(=O)C1 (stereo not given),0.0%,-7.3%,.,-1.2%,-7.0%,-12.3%,-2.2%,4.9%
CC1CCc2c(sc(NC(=O)Cn3nc(C(=O)O)c4ccccc4c3=O)c2C#N)C1 (stereo not given),5.5%,i,5.1%,-5.6%,4.9%,5.8%,-12.0%,-3.5%
CC(C)(CO)NC(=O)CC1C(=O)NCCN1Cc1ccc(-c2ccccc2)cc1 (stereo not given),-27.9%,-0.4%,12.1%,0.8%,11.8%,-6.4%,-5.5%,4.6%
C=CCOC(=O)C1CC=CCC1C(=O)Oc1ccc(F)cc1F (stereo not given),1.1%,-6.0%,26.8%,-0.1%,.,0.7%,-10.0%,4.3%
Cc1cc(/C=N/NC(N)=O)c(C)n1C1CCCCC1,-18.2%,i,-15.5%,0.7%,30.7%[activator],-5.0%,?,9.5%
COc1ccc(/C=C/c2nc3ccccc3c(=O)n2-c2cccc(C(F)(F)F)c2)cc1,.,.,.,-0.3%,.,-1.5%,-1.6%,-2.1%
COc1ccc(/C=C/C(=O)NCCn2c(C)cc3ccccc32)cc1OC,-17.7%,-9.6%,-17.3%,-3.3%,0.9%,-1.6%,?,-4.8%
Cc1cccc(N(CC(=O)NCc2ccccc2)S(C)(=O)=O)c1C,.,.,.,-3.6%,.,2.1%,-1.7%,5.1%
CN1CCN(S(=O)(=O)c2cnccc2N2CCN(c3cccc(Cl)c3)CC2)CC1,-11.6%,11.2%,-8.3%,-0.3%,-0.6%,5.9%,0.7%,-13.4%
Cc1ccc2nc(NC(=O)COC(=O)c3ccco3)sc2c1,-1.6%,7.1%,.,0.9%,1.5%,-10.9%,?,2.2%
COc1ccc(-n2c(C)cc(C(=O)CN3CCCCC3)c2C)cc1,-26.4%,-5.2%,-8.7%,-1.3%,14.7%,0.8%,-7.0%,4.9%
CCCC(=O)Nc1ccc2c(c1)nc(CCN1CCCCC1)n2C,?,-4.6%,8.0%,-0.4%,4.9%,-3.5%,4.8%,-4.0%
CCC(=O)c1cc2c(cc1NC(=O)c1ccccc1)OCCO2,3.9%,i,.,2.6%,5.2%,?,-14.6%,3.4%

# Rewritten with two lines to a compound: part of the list above
# Sequence of screens – JMJD2E inh	RECQ1 inh	L3MBTL1 inh	TR SRC2 fluor cs	GoLoco inh red	Tau fibril FP	Tau ThT inhib	TRb SRC2 PPI
CC1(NC(=O)COc2ccccc2-c2ccccc2)CCS(=O)(=O)C1 (stereo not given)
  0.0%	-7.3%	.	-1.2%	-7.0%	-12.3%	-2.2%	4.9%
CC1CCc2c(sc(NC(=O)Cn3nc(C(=O)O)c4ccccc4c3=O)c2C#N)C1 (stereo not given)
  5.5%	i	5.1%	-5.6%	4.9%	5.8%	-12.0%	-3.5%
CC(C)(CO)NC(=O)CC1C(=O)NCCN1Cc1ccc(-c2ccccc2)cc1 (stereo not given)
  -27.9%	-0.4%	12.1%	0.8%	11.8%	-6.4%	-5.5%	4.6%
C=CCOC(=O)C1CC=CCC1C(=O)Oc1ccc(F)cc1F (stereo not given)
  1.1%	-6.0%	26.8%	-0.1%	.	0.7%	-10.0%	4.3%
Cc1cc(/C=N/NC(N)=O)c(C)n1C1CCCCC1
  -18.2%	i	-15.5%	0.7%	30.7%[activator]	-5.0%	?	9.5%
COc1ccc(/C=C/c2nc3ccccc3c(=O)n2-c2cccc(C(F)(F)F)c2)cc1
  .	.	.	-0.3%	.	-1.5%	-1.6%	-2.1%
COc1ccc(/C=C/C(=O)NCCn2c(C)cc3ccccc32)cc1OC
  -17.7%	-9.6%	-17.3%	-3.3%	0.9%	-1.6%	?	-4.8%

# Next part:
SMILES,JMJD2E inh,RECQ1 inh,L3MBTL1 inh,TR SRC2 fluor cs,GoLoco inh red,Tau fibril FP,Tau ThT inhib,TRb SRC2 PPI
CCOC(=O)N1CCC(=C(C#N)C(=O)Nc2cc(OC)ccc2OC)CC1,2.2%,i,-4.1%,1.4%,4.8%,-5.1%,-12.0%,-0.5%
COc1ccc(C(=O)Nc2nc3nccc(-c4ccccc4)n3n2)cc1,?,-2.9%,5.7%,-1.6%,7.5%,0.5%,?,5.2%
O=S(=O)(NCCc1ccccn1)c1ccc(-c2ccccn2)s1,1.8%,15.2%,6.2%,-1.5%,4.5%,0.1%,4.9%,-2.1%
CC(C)CCN1CCN(Cc2nc(-c3ccccc3)cs2)CC1CCO (stereo not given),6.1%,-3.4%,-4.1%,1.0%,4.0%,-3.6%,-0.8%,-2.9%
O=C(Nc1nccs1)C1CCCN1S(=O)(=O)c1ccc(Cl)cc1 (stereo not given),-4.7%,-0.7%,-0.7%,0.2%,-2.0%,10.2%,1.7%,5.9%
Cc1cnc(C(=O)OCC(=O)NCCCc2ccccc2)cn1,-19.7%,0.0%,-12.9%,0.1%,10.1%,8.8%,1.8%,-8.0%
Cc1ccsc1/C=N/n1cnc2sc(C)c(C)c2c1=O,5.0%,-0.1%,-11.0%,-2.5%,10.3%,-8.5%,-14.7%,0.4%
Cc1ccc(S(=O)(=O)Nc2c(C)n(C)n(-c3ccccc3)c2=O)cc1C(=O)OC(C)C(=O)N(C)c1ccccc1 (stereo not given),-2.7%,-3.4%,-17.3%,0.8%,1.6%,-1.7%,-15.0%,0.5%
Cc1ccc(N(CC(=O)NC(C)(C)C)C(=O)CS(=O)CC(=O)Nc2ccc3c(c2)OCO3)cc1 (stereo not given),-18.3%,12.7%,-3.4%,-2.3%[53 µM],9.4%,0.6%,11.8%,7.8%[53 µM]
COc1ccc(C(=O)N2CC(=O)Nc3ccccc32)cc1S(=O)(=O)N1CCOCC1,1.5%,-19.1%,2.6%,0.8%,12.4%,-7.3%,-1.9%,6.5%
COc1ccccc1NC(=O)CSC1=Nc2ccccc2C2=NC(CC(=O)NCc3ccccc3)C(=O)N12 (stereo not given),.,.,.,-5.6%,.,11.3%,2.5%,6.6%
COc1cccc2cc(C(=O)c3ccccc3)oc12,14.1%,i,1.1%[11.4 µM],-3.8%,6.1%,-8.3%,5.3%,1.3%
Nc1c(C(=O)Nc2ccc(Br)cc2)sc2nc(-c3ccncc3)ccc12,.,.,.,0.8%,.,2.8%,?,-4.2%
CCn1c(SCC(=O)c2ccc(O)c(O)c2)nnc1-c1ccccc1OC,22.4µM*,14.1µM*,?,0.7%,3.0%,2.4%,-6.8%,1.7%
CC(C)CCn1c(SCC#N)nc2c(sc3ccccc32)c1=O,?,-1.0%,-4.3%,0.4%,-0.4%,-14.8%,-3.0%,-11.4%
CCS(=O)(=O)N1CCC(C(=O)N2CCN(c3ccccc3)CC2)CC1,1.2%,-4.4%,.,-2.3%,-3.4%,0.2%,1.9%,-22.3%
Cc1nccc2[nH]c(=O)c(C(=O)NCCCN(C)C3CCCCC3)cc12,-0.8%,-3.3%,.,-0.8%,-2.4%,-3.0%,-4.7%,-3.6%
CCCCN(C)CCNC(=O)Cn1ncc2c([nH]c3ccccc32)c1=O,.,.,.,11.8%,.,2.4%,-8.3%,12.9%
Cc1ccc(C(CCN)c2ccco2)cc1 (stereo not given),-3.1%,-1.4%,.,-2.9%,11.5%,-0.6%,-6.5%,-3.5%
Cc1ccc(CNC(=O)c2ccc(CS(=O)(=O)Cc3ccc(C)cc3)o2)cc1,.,.,.,-0.1%,.,-11.6%,4.6%,2.3%
O=C(O)C(Cc1c[nH]c2ccccc12)NS(=O)(=O)c1ccc2ccccc2c1 (stereo not given),-0.4%,-5.7%,-12.2%,-1.2%,10.9%,4.2%,-7.2%,-3.7%
CCOC(=O)OCC1OC(c2ccccc2)C=CC1OC(=O)OCC (stereo not given),.,-4.8%[11.5 µM],.,-1.3%[11.2 µM],.,-2.4%[11.6 µM],-10.3%[11.5 µM],4.2%[11.2 µM]
C=CCNC(=O)/C(C#N)=C/c1c(C)nn(-c2ccc(Cl)cc2)c1Cl,-10.5%,-5.9%,-0.6%,1.0%,19.5%,14.9%,?,?
O=C(O)C(Cc1c[nH]c2ccccc12)NS(=O)(=O)c1cccc2nsnc12 (stereo not given),0.5%,-2.0%,-0.2%,1.8%,-5.9%,3.3%,13.8%,4.0%
O=C(O)c1ccc(N/N=C/c2ccc(-c3ccccc3)cc2)cc1,?,i,.,-8.4%,-3.1%,11.0%,8.91µM*,7.5%
CCOC(=O)C1C(=O)C=C(c2ccc(NS(C)(=O)=O)cc2)CC1c1ccco1 (stereo not given),1.3%,-1.9%,-4.8%,-3.4%,-17.7%,-4.8%,?,-2.4%

# Assay outcomes from PubChem BioAssay.

# The list is partial; rates above refer to the full screens.
